K1F lysis inhibition: inhibition of K1F phage lysis, E. coli UTI89, bacterial capsule biogenesis inhibitors, alamar blue (AID 488966). E. coli UTI89 K1F phage lysis, alamar blue, 2 h; higher % means a stronger effect. one-dose inhibition, % at 100 µM; IC50 in µM for titrated hits. hit rate 0.02% among 340,000;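 active means phage lysis inhibition, versus mean bacterial control, above a set limit; inconclusive means no clear call, values can overlap the other calls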;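 further: capsule biogenesis inhibitors block K1F phage lysis so surviving cells raise fluorescence; higher fluorescence means more inhibition of phage lysis; actives were called in the ten point dose series up to 300 µM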
Autophagy HCS: autophagy modulation, high-content screen; MEF GFP-LC3 puncta imaging; test concentration mostly 10 µM; calls only at 10 µM (by protocol); hit rate 0.98% among 190,000;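 active means percentage of spot-positive cells more than 3 SD above its plate mean, without a fluorescence outlier flag or 80% toxicity; inconclusive means no clear call, values can overlap the other calls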;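 further: spot-positive cell cutoff set from DMSO-treated cells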
NTR1 agonist: NTR1-driven beta-arrestin-GFP spot formation – imaging, U2OS cells, high content, primary screen (AID 493036). agonist mode. activation, % at 20 µM. hit rate 0.17% among 330,000;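 active means activation at or above 40% of the spot to cytoplasm intensity ratio, with at least 20 cells analyzed; inconclusive means wells under 20 cells, flagged as cytotoxic or low count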;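 further: 0% = DMSO without peptide and 100% = 100 nM NTR1 peptide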
Target sequence (P30989 whole entry, looked up): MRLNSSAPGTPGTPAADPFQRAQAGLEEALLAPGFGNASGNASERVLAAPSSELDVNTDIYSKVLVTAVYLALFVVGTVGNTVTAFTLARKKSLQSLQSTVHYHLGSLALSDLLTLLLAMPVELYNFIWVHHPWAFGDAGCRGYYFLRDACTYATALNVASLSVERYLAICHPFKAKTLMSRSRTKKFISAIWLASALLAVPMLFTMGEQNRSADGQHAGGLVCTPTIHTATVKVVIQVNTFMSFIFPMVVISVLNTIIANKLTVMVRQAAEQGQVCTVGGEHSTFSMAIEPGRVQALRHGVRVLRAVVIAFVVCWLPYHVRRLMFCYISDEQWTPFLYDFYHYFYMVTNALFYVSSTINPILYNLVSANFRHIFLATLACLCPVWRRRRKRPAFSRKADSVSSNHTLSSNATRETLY
WT yeast gro inh: growth inhibition of WT yeast, mitochondrial fusion screen. mitochondrial fusion phenotypic screen, WT strain. inhibition, % at 10 µM. hit rate 2.1% among 190,000; in the data active means inhibition above about 58%; tested in S. cerevisiae
RSV antiviral HEp-2: inhibition of RSV-induced cytopathic effect – HEp-2 cells, primary 10 µM value included (AID 2391); HEp-2 cells, RSV-induced CPE inhibition; higher % means a stronger effect; hit rate 0.13% among 310,000; one-dose CPE inhibition, % at 10 µM; IC50 in µM for titrated hits; in the data active means a potency from the dose series; inconclusive means CPE inhibition mostly from about 23% at the one dose, without a potency; inactive means the rest, 99 in 100 with CPE inhibition below about 21%; further: strong numbers were not always called active
Dengue-2 NS5 capping: flavivirus cap methylation enzyme inhibition – biochemical, confirmation dose response, primary screen (AID 588689); hit rate 0.3% among 340,000; Dengue-2 NS5 methyltransferase capping enzyme assay, biochemical; higher % means a stronger effect; inhibition, % at 25 µM; hits with a dose series show IC50 in µM; in the data active means a potency from the dose series; inconclusive means inhibition above about 29% without an active follow-up result
AID2073: inhibitors of Mint1-CaV2.2 protein interaction, biochemical, HTRF (AID 2073). HTRF protein-protein interaction, Mint1-CaV2.2; higher % means a stronger effect. hit rate 0.19% among 290,000. inhibition, % at 20 µM, or IC50 in µM where a hit was titrated; in the data active means inhibition mostly above about 51%, no sharp cut-off; inconclusive means no clear call, values can overlap the other calls; inactive means mostly below about 53%; further: some results filed as inactive read as strong as hits
GPR35 arrestin U2OS: inhibition of zaprinast-stimulated GPR35 beta-arrestin translocation – imaging, U2OS, beta-arrestin-GFP, zaprinast agonist, primary screen (AID 2058); U2OS GPR35 beta-arrestin-GFP translocation imaging, zaprinast antagonism; higher % means a stronger effect; inhibition, % at 10 µM; hits with a dose series show IC50 in µM; hit rate 0.052% among 290,000;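 active means inhibition of at least 50% with at least 30 cells and total cytoplasm GFP at most 10,000,000; inconclusive means under 30 cells or total GFP of 10,000,000 plus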
LYP phosphatase: PTPN22 lymphoid phosphatase activity blockers – biochemical, fluorescence intensity, uHTS (AID 1779); recombinant LYP phosphatase, fluorescence intensity; higher % means a stronger effect; one-dose inhibition, % at 11.5 µM; IC50 in µM for titrated hits; hit rate 0.054% among 290,000; in the data active means inhibition above about 50%;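 further: plate controls were vehicle with enzyme for no effect and no enzyme for full effect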
WT yeast gro inh mutant strain: second read-out of WT yeast gro inh, no call of its own (marks repeat the call); inhibition, %; mitochondrial fusion phenotypic screen, mutant strain inhibition
Autophagy HCS cell loss 18 h: also measured in Autophagy HCS; calls as there; toxicity, %; measured here: cell loss, nuclei count;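 cell loss after 18 h compound exposure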
NTR1 agonist cell count 20 µM: recorded beside NTR1 agonist, whose call it bears; cell count; measured here: cell count, cytotoxicity flag
Numbers without * were called inactive; i = inactive; ? = inconclusive; nt = not tested or not shown; + = active, no number; [ ] = remark or other dose.

Each structure is followed by: NTR1 agonist | NTR1 agonist cell count 20 µM | Autophagy HCS | WT yeast gro inh | AID2073 | LYP phosphatase | Dengue-2 NS5 capping | K1F lysis inhibition | WT yeast gro inh mutant strain | GPR35 arrestin U2OS | RSV antiviral HEp-2 | Autophagy HCS cell loss 18 h
- Cc1nnc(SCc2ccc([N+](=O)[O-])cc2)o1
    -0.9 | 44 | i | -5 | 1% | -6% | -7% | -2.4% | -4 | -5% | -0.9% | 22
- O=c1cc(CN2CCN(c3cccc(Cl)c3)CC2)c2cc3c(cc2o1)CCCC3
    0.3 | 53 | i | 0 | ? | 16% | 0% | 7.9% | -6 | 15% | 4.0% | 6
- c1ccc(-n2c(Cc3cn4ccsc4n3)nnc2N2CCOCC2)cc1
    -0.8 | 57 | i | 12 | -3% | -9% | -4% | 1.8% | -10 | -5% | 1.8% | 2
- COc1ccc(Cl)cc1NC(=O)c1ccccc1C
    1.2 | 41 | i | -25 | 4% | -3% | 2% | 0.3% | -27 | -5% | 6.5% | -6
- CN1CCC(NCCC(c2ccc(F)cc2)c2ccc(Cl)cc2)CC1 (stereo not given)
    13 | 75 | nt | nt | -2% | 0% | 3% | 13%[50 µM] | nt | 5% | -1.6% | nt
- Cc1cc2cc(C)c(NCCNC(=O)c3cccc(F)c3)nc2cc1C
    2.2 | 80 | i | 34 | -7% | -3% | -7% | 0.1% | 31 | 10% | 19% | 4
- COc1ccccc1N1CCN(C/C=C/c2ccc(N(C)C)cc2)CC1
    0.7 | 59 | i | 12 | -9% | -5% | nt | nt | 9 | 16% | -2.5% | 7
- CCOc1ccc(CCNC(=O)CN(C)S(=O)(=O)c2cccs2)cc1OCC
    0.5 | 52 | nt | nt | nt | nt | -6% | -0.8% | nt | nt | -1.1% | nt
- O=C(OCc1ccccc1)C1=NNC2C(=O)N(Cc3ccccc3)C(=O)C12 (stereo not given)
    0.8 | 36 | i | 13 | 4% | -6% | -10% | 0.0% | 14 | -16% | 1.4% | 1
- NC(=S)N=Nc1c(O)n(CCCl)c2ccccc12
    1.6 | 61 | i | 21 | -14% | 8% | nt | nt | -1 | -17% | 6.9% | -9
- O=C(NCCc1ccc(F)cc1)C1CCCO1 (stereo not given)
    -0.3 | 60 | nt | nt | -2% | -7% | nt | 0.3% | nt | -12% | 0.8% | nt
- O=C(Cc1c[nH]c2ccccc12)NCc1ccncc1
    0.1 | 56 | nt | nt | 12% | -1% | -1% | -1.3%[50 µM] | nt | -6% | 0.8% | nt
- Cc1nc2c(c(C)c1C#N)C(=O)c1ccccc1-2
    2.4 | 83 | i | 21 | 1% | -4% | -5% | 0.1% | 10 | 16% | 2.8% | 5
- CC(C)NC(=O)C1(S(=O)(=O)c2ccccc2)CC=CC1
    -0.1 | 75 | nt | nt | 5% | -10% | -10% | 1.6% | nt | -3% | 1.0% | nt
- CC(C)(C)OC(=O)N/N=C/c1ccc(Br)cc1
    -0.7 | 94 | i | -2 | -2% | 0% | -14% | 0.3% | 0 | 0% | 3.2% | -8
- CC(=O)Nc1ccc(S(=O)(=O)Nc2cccc(C(=O)Nc3ccccc3C(=O)O)c2)cc1
    1.1 | 60 | nt | nt | 18% | -5% | -1% | -0.1% | nt | -6% | 0.8% | nt
- Cc1ccc2[nH]c(O)c(N=NC(=O)C3CC3c3ccccc3)c2c1Br (stereo not given)
    21 | 51 | i | 10 | 6% | 1% | 5% | 2.1%[50 µM] | 0 | -16% | 4.8% | -1
- O=C(ONC1=NCCCCC1)c1ccc(Cl)cc1
    3.9 | 52 | i | 8 | 8% | -10% | 4% | 0.0% | 37 | -7% | 4.9% | 0
- O=C(O)c1ccc(C(=O)C(=O)c2ccccc2)cc1
    0.1 | 49 | nt | nt | 4% | 4% | -4% | 0.3% | nt | 1% | 2.2% | nt
- CCc1cccc(OCC(O)Cn2c(N3CCCCC3)nc3c2c(=O)[nH]c(=O)n3C)c1 (stereo not given)
    3.5 | 47 | nt | nt | 1% | -6% | 1% | 0.2% | nt | 0% | 1.3% | nt
- c1ccc(-c2nn3c(C4CCCCC4)nnc3s2)cc1
    0.0 | 106 | i | 8 | -7% | -2% | -2% | 0.4% | 1 | -8% | 0.8% | 11
- CN(C)CCCN1C(=O)c2cc3ccccc3cc2C1=O
    -1.0 | 50 | nt | nt | 4% | -12% | -8% | 0.3% | nt | 4% | 2.3% | nt
- Cc1ccc(C(C)C)c(OCCNS(C)(=O)=O)c1
    -2.3 | 60 | i | 4 | 2% | 6% | -5% | 2.4% | 0 | -2% | 0.8% | 6
- Cc1cccc(NC(=O)c2ccc(S(=O)(=O)N3CCC(C)CC3)cc2)n1
    1.1 | 67 | nt | nt | 11% | -5% | -2% | 0.0% | nt | -6% | 4.3% | nt
- CC1(C)CC(=O)C=C(NC2CCCCC2)C1
    -2.7 | 93 | nt | nt | nt | nt | -2% | 1.8% | nt | nt | 1.2% | nt
- CCn1c(=O)n(CC)c2cc(S(=O)(=O)Nc3ccccc3C)c(C)cc21
    0.0 | 62 | i | -6 | -4% | 1% | -3% | -0.1% | 1 | -12% | -1.7% | 0
- CC(C)(C)c1ccc(C(=O)NNc2ccc(F)cc2F)cc1
    -0.2 | 48 | nt | nt | 28% | -4% | 2% | -0.4% | nt | -1% | nt | nt
- COC(=O)c1cc(=O)n(CCc2ccc(OC)c(OC)c2)c(=Nc2ccc(F)c(Cl)c2)s1
    16 | 42 | i | 12 | -5% | 5% | -2% | -0.4% | -17 | 0% | -2.1% | 7
- Cc1ccc(C(=O)N(C)CC(=O)Nc2ccc(F)c(F)c2F)o1
    -1.2 | 41 | i | -1 | -3% | -10% | 1% | -0.6% | 13 | -14% | 3.5% | 2
- S=c1[nH]nc(-c2ccccn2)n1/N=C/c1ccccc1
    2.2 | 41 | i | 0 | -11% | -2% | 5% | 2.4%[50 µM] | -2 | -8% | 1.8% | -18
- O=C(NCc1cccs1)C(=O)NCC1OCCCN1S(=O)(=O)c1ccccc1 (stereo not given)
    1.9 | 43 | i | -9 | 18% | -6% | 6% | 0.5% | 6 | 12% | 1.6% | -19
- Clc1ccc(SCc2cc(-c3ccccc3)no2)cc1
    1.5 | 56 | i | 0 | 13% | -4% | -2% | 0.2% | -7 | -2% | 3.4% | 3
- Cc1cc2oc(=O)cc(CN(C)Cc3ccccc3)c2cc1C(C)C
    7.3 | 74 | nt | nt | 9% | -4% | -5% | 0.2% | nt | 10% | 9.7% | nt
- CCOC(=O)Cc1csc(NC(=O)c2cc(OC)cc(OC)c2)n1
    -0.3 | 97 | i | 9 | 13% | 0% | -1% | -0.4% | -8 | -18% | 1.9% | 5
- CSCCC(N=C(NS(=O)(=O)c1ccccc1)c1ccccc1)C(=O)O (stereo not given)
    -0.2 | 54 | nt | nt | 7% | -5% | -6% | -0.2%[50 µM] | nt | -4% | 19% | nt
- CCOC(=O)c1c(-c2ccc(OC)cc2)csc1/N=C/C1C(=O)CCCC1=O
    -1.1 | 87 | i | 17 | 41% | 5% | -8% | -1.8% | 20 | -13% | 2.6% | -1
- CCN(CC(=O)Nc1c(F)cccc1F)C(=O)CNC(=O)c1ccc2ccccc2c1
    -0.9 | 72 | nt | nt | nt | nt | -57% | 0.4%[50 µM] | nt | nt | 1.4% | nt
- COc1ccc(N(C(=O)CNC(=O)c2ccco2)C(C(=O)NC2CCCC2)c2ccncc2)cc1 (stereo not given)
    0.2 | 44 | i | 21 | -6% | -5% | -8% | 3.9% | -5 | 7% | -1.8% | -8
- COc1cccc(NC(=O)CSc2nc3ccccc3c(=O)n2Cc2cccs2)c1
    3.7 | 62 | + | 25 | 8% | -10% | 1% | 1.4%[50 µM] | -1 | -15% | 14% | -17*
- COc1ccc(C(=O)NCC(c2cccs2)N2CCc3ccccc32)cc1OC (stereo not given)
    1.7 | 54 | nt | nt | nt | nt | -2% | -1.0%[50 µM] | nt | nt | ? | nt
- COc1ccc(N=C2NN=C(c3ccc4c(c3)OCCO4)CS2)cc1
    0.8 | 42 | i | -7 | -5% | 5% | 10% | -0.2% | 2 | 2% | 1.2% | -1
- Cc1nn2c(C)c(C(=O)Nc3ccccc3)cnc2c1C#N
    0.8 | 46 | i | 11 | 3% | -8% | -3% | 3.2% | -7 | -12% | 0.1% | -3
- CSc1nsc(/C=C/Nc2ccc(O)cc2C)c1C#N
    5.1 | 80 | i | 12 | 34% | 4% | -43% | -0.1% | 1 | -9% | 1.0% | 13
- C=CCC1(CC=C)CCCN1C(=O)c1cc(COc2ccc(C)nc2)on1
    1.0 | 80 | nt | nt | 7% | -6% | -11% | 0.2% | nt | 2% | -0.7% | nt
- COc1cccc(-c2cc3nc(-c4ccccc4)cc(N4CCCC(O)C4)n3n2)c1 (stereo not given)
    10 | 90 | i | 69* | 44% | -3% | 1% | 0.2% | 29* | -9% | 14% | 1
- CCOC(=O)Cn1nnnc1CN(Cc1ccc(OC)cc1)Cc1cc2cc(C)ccc2[nH]c1=O
    5.5 | 43 | i | -2 | 52% | 4% | -6% | 0.1% | -2 | 1% | 0.8% | -1
- N#C/C(=C/c1ccc(N2CCCCCC2)o1)c1ccc(F)cc1
    4.2 | 49 | + | 16 | nt | nt | nt | -0.2% | 11 | nt | ? | 2.0*
- NS(=O)(=O)c1ccc(NC(=S)NC2CCCCCC2)cc1
    -0.3 | 67 | i | -17 | -34% | 4% | -11% | -7.6% | -16 | 8% | 5.5% | 1
- CCc1ccc(NC(=O)c2ccc(-n3cncn3)c([N+](=O)[O-])c2)cc1
    1.9 | 62 | nt | nt | nt | nt | 2% | 0.0%[50 µM] | nt | nt | 2.5% | nt
- Cc1ccc(-n2c(SCC(=O)Nc3ccc4c(c3)OCCO4)nnc2-c2ccco2)cc1
    0.1 | 31 | i | 44 | -8% | -4% | -2% | 0.5% | 25 | -18% | 0.4% | -7
- COc1cc(/C=N/NC(=O)NC2CCCCC2)cc(OC)c1O
    -0.9 | 55 | nt | nt | -10% | -3% | -3% | 0.0% | nt | 7% | 1.2% | nt
- CCCc1nc2c(c(=O)c3ccccc3n2C)c(=O)n1C1CCCCCC1
    32 | 54 | i | 14 | 9% | -6% | 10% | 0.9% | 3 | 2% | 5.8% | -4
- O=C1c2ccc(Cl)cc2S(=O)(=O)c2cccc(C(=O)N3CCN(c4ncc(Br)cn4)CC3)c21
    -1.3 | 70 | nt | nt | nt | nt | 5% | 0.5% | nt | nt | 6.5% | nt
- CCCOc1ccc(C(=O)NC(=S)Nc2nc(C)c(C(=O)N(C)C)s2)cc1
    0.6 | 59 | i | 49 | -2% | -7% | -2% | i | 16 | -16% | 4.5% | -2

Random draw from the library; 2.6% or so of the library scored in one or more.
